KCNK9 inh: KCNK9 potassium channel inhibitors, primary screen, HEK293 cells, thallium flux; FluxOR thallium flux fluorescence; active compounds read low; actives 1.2% (n = 310,000); Potassium channel subfamily K member 9 (Homo sapiens), Q9NPC2; AID 488922, 2010; B-score at 10 µM;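 active = ratio B-score over 3 SD below the library mean, with starting fluorescence within 5 SD of its mean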;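 note: negative B-score means less thallium flux so channel inhibition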
RGS4 block: RGS4 inhibitors, primary screen, cell-based, HEK293 M3R inducible RGS4, calcium flux; Regulator of G-protein signaling 4 (Homo sapiens), P49798; Fluo-4 calcium flux; active compounds read high; triggered by carbachol at its EC20; B-score at 10 µM; actives 0.45% (n = 310,000); AID 463165, 2010;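 active = B-score, a plate-corrected calcium signal, over three deviations above library mean, with baseline fluorescence within five deviations of library mean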;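 note: RGS4 expression induced by doxycycline in cells with stable M3 receptor; B-score is computed from the integrated fluorescence ratio over baseline after carbachol; higher B-score means a larger calcium signal and so more RGS4 inhibition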
PolyA inh: polyadenylation inhibitors in yeast reporter cells, primary screen, luminescence, S. cerevisiae | S. cerevisiae SKY197-pL101 polyadenylation reporter, beta-gal luminescence; efflux-impaired pdr1/pdr3 knockout yeast; score 100 = 6 SD above DMSO | calls only at 12 µM | actives 0.02% (n = 300,000) | AID 1875, 2009;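 active = lowest replicate activity score at least 50, where 100 means six control SD above control mean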;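 note: yeast exposed to compound for 9 h at 30 °C; higher score means more reporter readthrough which indicates perturbed polyadenylation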
GSK3beta inhib: human GSK3beta kinase inhibitors, primary screen, biochemical, cell-free homogeneous, HTS; GST-GSK3beta kinase, ADP-Glo luminescence, 60 min; active compounds read low; activity score (negative = inhibition), % at 10 µM; actives 0.038% (n = 300,000); AID 2097, 2009;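 active = more than half of replicate wells score below -50%, meaning over 50% inhibition versus plate controls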;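 note: 0% = median DMSO wells and -100% = median GW8510 positive control wells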
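Assay system: GST-tagged human GSK3beta kinase, cell-free; Input: 1.6 ng GSK3beta; Medium: Tris/MgCl2 kinase buffer; Timing: 60 min enzyme reaction, room temperature; Signal: ADP-Glo luminescence quantifying ADP generated by kinase; Evaluation: score relative to plate controls; Benchmarks: DMSO neutral wells and GW8510 at 20 µM as positive.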
hERG protect: hERG rescue from dofetilide block, primary screen, cell-based, CHO-hERG, FluxOR thallium flux, dofetilide IC70 | Voltage-gated inwardly rectifying potassium channel KCNH2 (Homo sapiens), Q12809 | dofetilide IC70 present | actives 0.51% (n = 310,000) | activation (rescue from dofetilide block), less the hit threshold, % at 10 µM;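 active = activation above the mean of controls blocked by dofetilide plus 5 SD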;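 note: thallium influx through hERG after potassium depolarization seen as dye fluorescence rise; in these data hits start at about 4.7%; inactives centre near -7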
Target sequence (Q12809 whole entry, looked up): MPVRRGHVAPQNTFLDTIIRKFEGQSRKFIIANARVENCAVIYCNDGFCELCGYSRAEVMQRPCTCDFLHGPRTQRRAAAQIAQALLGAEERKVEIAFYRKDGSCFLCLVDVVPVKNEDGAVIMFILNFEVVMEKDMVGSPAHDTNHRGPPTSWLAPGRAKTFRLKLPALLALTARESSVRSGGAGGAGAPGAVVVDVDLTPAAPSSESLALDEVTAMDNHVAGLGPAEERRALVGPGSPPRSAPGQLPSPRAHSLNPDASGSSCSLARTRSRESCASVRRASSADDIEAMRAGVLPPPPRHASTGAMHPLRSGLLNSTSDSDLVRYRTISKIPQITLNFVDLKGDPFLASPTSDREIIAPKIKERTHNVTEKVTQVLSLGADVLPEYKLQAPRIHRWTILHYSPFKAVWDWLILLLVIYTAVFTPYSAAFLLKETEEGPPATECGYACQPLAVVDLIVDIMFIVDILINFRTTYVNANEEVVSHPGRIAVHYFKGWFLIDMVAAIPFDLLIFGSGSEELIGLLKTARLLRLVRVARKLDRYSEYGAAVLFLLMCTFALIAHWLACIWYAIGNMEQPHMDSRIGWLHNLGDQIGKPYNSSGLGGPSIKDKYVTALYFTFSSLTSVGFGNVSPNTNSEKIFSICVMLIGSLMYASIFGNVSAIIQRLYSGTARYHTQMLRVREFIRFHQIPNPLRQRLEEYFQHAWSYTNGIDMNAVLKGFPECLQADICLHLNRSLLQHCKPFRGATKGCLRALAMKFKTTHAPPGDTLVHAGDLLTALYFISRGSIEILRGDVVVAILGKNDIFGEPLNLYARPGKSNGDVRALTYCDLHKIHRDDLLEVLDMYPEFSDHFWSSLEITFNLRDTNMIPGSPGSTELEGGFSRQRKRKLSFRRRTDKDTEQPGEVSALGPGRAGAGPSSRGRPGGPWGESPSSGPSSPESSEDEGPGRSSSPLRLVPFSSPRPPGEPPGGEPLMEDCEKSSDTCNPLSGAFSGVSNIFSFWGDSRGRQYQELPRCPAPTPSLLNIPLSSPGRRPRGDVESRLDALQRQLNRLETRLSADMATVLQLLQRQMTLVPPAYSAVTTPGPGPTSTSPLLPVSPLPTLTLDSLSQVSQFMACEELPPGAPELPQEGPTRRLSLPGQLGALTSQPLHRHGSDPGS
KCNQ1 inh: inhibitors of human KCNQ1 channel, primary screen, cell-based, thallium flux, high-throughput; CHO-K1 KCNQ1, FluxOR thallium flux fluorescence; active compounds read high; Potassium voltage-gated channel subfamily KQT member 1 (Homo sapiens), P51787; AID 2642, 2010; B-score at 10 µM; actives 1.3% (n = 310,000);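 active = compounds whose thallium flux B-score, printed positive for inhibition, exceeds three library SD while starting fluorescence stays within three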;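 note: channel opened by potassium depolarization with thallium stimulus after 20 min compound exposure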
Dyrk1A ADPGlo: rat Dyrk1A kinase inhibitors, primary screen, biochemical, single point, plate reader; Dual specificity tyrosine-phosphorylation-regulated kinase 1A (Rattus norvegicus), Q63470; ADP-Glo luminescence, NFATc1 peptide; inhibition, % at 12.5 µM; actives 0.43% (n = 310,000); in the data active = inhibition above about 50%;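 note: plate controls were vehicle with enzyme for no effect and no enzyme for full effect; many of its hits are not listed in these tables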
KCNK3 block: human KCNK3 channel inhibitors, primary screen, CHO cells, FluxOR thallium flux, B-score; B-score at 10 µM; FluxOR fluorescence; active compounds read low; actives 0.84% (n = 340,000);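 active = B-score under library mean minus 4 SD, starting fluorescence ratio at most library mean plus 5 SD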;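 note: more negative B-score means stronger inhibition of thallium flux through KCNK3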
KCNQ1 pot: potentiators or activators of KCNQ1 channel, primary screen, cell-based, thallium flux, high-throughput; Potassium voltage-gated channel subfamily KQT member 1 (Homo sapiens), P51787; CHO-K1 KCNQ1, thallium flux FluxOR fluorescence; active compounds read high; B-score at 10 µM; actives 0.35% (n = 310,000);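 active = fluorescence ratio B-score, a plate-corrected score, at least three library SD, with initial intensity B-score within 5 SD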
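assay system = CHO-K1 cells stably expressing KCNQ1 | medium = assay buffer, equal DMSO in all wells | timing = 37 °C overnight plating, 90-min dark dye load, 20-min compound pretreatment | measured by = kinetic FluxOR thallium fluorescence, 10-s 1-Hz baseline, 110-s post-stimulus read | measure = fluorescence change relative to baseline, converted to B score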
RGS4 act: RGS4 potentiators or activators, primary screen, cell-based, HEK293 M3R inducible RGS4, calcium flux | carbachol calcium flux Fluo4; active compounds read low | B-score at 10 µM | actives 0.92% (n = 310,000);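 active = B-score of the integrated calcium signal more than 4 SD below the library mean, with starting fluorescence not abnormally high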;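 note: negative B-score means reduced calcium response which marks RGS4 activation or potentiation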
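Assay system: Inducible-RGS4 HEK293 cells carrying M3 receptor | Schedule: Compound preincubation 20 min at room temperature before agonist | Signal: Kinetic calcium fluorescence imaging with Fluo4-AM dye, 2 µM | Read-out basis: B score from integrated fluorescence ratio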
GSK3A inh: blockers of GSK3A enzyme activity – biochemical, luminescence, cell-free homogeneous, HTS, primary screen; Glycogen synthase kinase-3 alpha (Homo sapiens), P49840; inhibition, % at 10 µM; actives 0.1% (n = 320,000); GSK-3 alpha kinase, ADP-Glo luminescence, 60 min;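 in the data active = inhibition above about 50%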;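 note: GST-tagged GSK-3 alpha with peptide substrate and 25 µM ATP; 0% = DMSO neutral wells and 100% = GW8510 positive control wells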
Active calls of the source: *; i = inactive; . = no result given.

SMILES | GSK3A inh | RGS4 block | KCNQ1 inh | KCNQ1 pot | KCNK3 block | KCNK9 inh | GSK3beta inhib | RGS4 act | hERG protect | Dyrk1A ADPGlo | PolyA inh
O=C(NCc1nc(-c2ccc(C(F)(F)F)cc2)no1)c1cccs1 | -1 | i | i | i | i | i | 4 | i | -2 | . | i
O=C1CC(C(=O)O)(c2ccccc2)c2cccc(F)c21 (stereo not drawn) | 0 | i | i | i | i | i | -2 | i | -14 | -5 | i
CCCCOC(=O)C1CCC[C@@H](C)N1 (stereo partly drawn) | -5 | i | i | i | i | i | 1 | i | -8 | -8 | i
COc1cc(OC)cc(-c2nc3ccccc3c(=O)n2OC(=O)c2ccc(C)c(C)c2)c1 | -1 | i | 7* | i | i | i | 3 | i | -3 | -2 | i
C/C(=N\NC(=O)OC(C)(C)C)c1cccc([N+](=O)[O-])c1 | -2 | i | i | i | i | i | -4 | i | -7 | 2 | i
CCOC(=O)C1C(=O)C=C(C)C(C(=O)OCC)C1c1cccc([N+](=O)[O-])c1 (stereo not drawn) | -3 | i | i | i | i | i | 4 | i | -10 | . | i
CC(=O)Oc1ccccc1C(=O)Oc1ccc(/C=N/n2cnnc2)cc1 | 2 | i | i | i | i | i | -1 | i | -7 | 8 | i
CCOC(=O)c1[nH]cnc1N=Nc1c(O)ccc2ccccc12 | -4 | i | i | i | i | i | 0 | i | -10 | 4 | i
C=CCn1c(SCc2nc3ccccc3[nH]2)nnc1-c1ccncc1 | 3 | i | i | i | i | i | -4 | i | -8 | 2 | i
COc1ccc(COCC(O)CN2CC(C)OC(C)C2)cc1OC (stereo not drawn) | -5 | i | i | i | i | i | -3 | i | -4 | 2 | i
Cn1c(=O)c(/C=C/c2ccc(F)cc2)nc2ccccc21 | . | i | i | i | i | i | -1 | i | -7 | 0 | i
NC(=O)CC(NC(=O)Cc1ccc(Br)cc1)c1ccc(NC2CCC2)c([N+](=O)[O-])c1 (stereo not drawn) | 3 | i | i | i | i | i | 3 | i | -5 | 6 | i
CC(=O)c1ccc(NC(=O)[C@@]2(CC(=O)O)CC(/C=C/c3ccccc3)=NO2)cc1 | -4 | i | i | i | i | i | -1 | i | -7 | -3 | i
CCN1CCN(c2ncc(C(=O)Nc3cc(Cl)ccc3OC)c3ccccc23)CC1 | -8 | i | i | i | i | i | 3 | i | -14 | 1 | i
COc1ccc(CC(=O)Nc2ccccc2C(=O)N2CCOCC2)cc1 | 3 | i | i | i | i | i | 3 | i | -3 | 4 | i
CCOC(=O)C1CCN(C2=NC(=O)/C(=C/c3ccc(OC)c(OC)c3)S2)CC1 | -3 | i | i | i | i | i | 0 | i | -5 | 4 | i
Cc1ccc(S(=O)(=O)N2CCC(CN3C(=O)c4cccc5cccc(c45)C3=O)CC2)cc1 | -4 | i | i | i | i | i | -5 | i | -15 | -1 | i
Cc1cccn2c(CN(C)CC3CCCCO3)c(C(=O)N3CCCCC3)nc12 (stereo not drawn) | -2 | i | i | i | i | i | 5 | i | -14 | 0 | i
COc1ccc(CCn2c(=N)c(S(=O)(=O)c3ccc(C)cc3)cc3c(=O)n4ccccc4nc32)cc1 | -2 | i | i | i | i | i | 4 | i | -13 | -1 | i
CC(C)=C(NC(=O)c1ccccc1)C(=O)NCCCC(=O)O | 1 | i | i | i | i | i | 2 | i | -1 | 1 | i
COc1ccc(C(=O)N/N=C/c2cccc3cccnc23)cc1 | 1 | i | i | i | i | i | 0 | i | -18 | 16 | i
CC1(C)CNC(=O)c2sc(NC(=O)CN3CCOCC3)nc2C1 | -2 | i | i | i | i | i | 4 | i | -13 | -6 | i
CCCCC1=CC2=C(c3ccco3)C(=O)C(C)(OC(=O)c3ccc(OC)cc3)C(=O)C2=CN1Cc1ccco1 (stereo not drawn) | 0 | i | i | i | i | i | 0 | i | -1 | 0 | i
COc1ccc(NS(=O)(=O)c2cc(NC(=O)/C=C/c3cc(OC)ccc3OC)ccc2N2CCCCC2)cc1 | -1 | i | i | i | i | i | 1 | i | -8 | -13 | i
CC(C)(C)N(CC(=O)NC1CCCCC1)C(=O)CS(=O)CC(=O)Nc1ccc(F)cc1 (stereo not drawn) | 0 | i | i | i | i | i | 2 | i | -5 | -1 | i
Cc1nc(CS(=O)(=O)c2ccc(Cl)cc2)sc1C(=O)O | 0 | i | i | i | i | i | -1 | i | -7 | -1 | i
O=C(CCc1ccccc1)NCC(=O)N/N=C/c1ccc2c(c1)OCO2 | -2 | i | i | i | i | i | -1 | i | -10 | -5 | i
CN(C)S(=O)(=O)c1cccc(NC(=O)Cc2ccsc2)c1 | 1 | i | i | i | i | i | 0 | i | -7 | -1 | i
O=C(CSc1nc(N2CCOCC2)nc(N2CCOCC2)n1)Nc1ccc(Cl)cc1Cl | -2 | i | i | i | i | i | -1 | i | -5 | -1 | i
Cc1ccc(C(=O)Nc2nc(C(C)(C)C)cs2)s1 | 8 | i | i | i | i | i | -2 | i | -11 | 7 | i
O=C(Nc1cc(Cl)cc(Cl)c1)C(NCCCO)c1ccccc1 (stereo not drawn) | -3 | i | i | i | . | -8.3* | -1 | i | -14 | . | i
O=C(Nc1ccc(Cl)cc1)N(Cc1cccnc1)Cc1ccco1 | -1 | i | i | i | i | i | 0 | i | -17 | -8 | i
Cc1nnc(C)n1/N=C/c1cc2ccccc2nc1Cl | 1 | i | i | i | i | i | 0 | i | -6 | 5 | i
Cc1oc(-c2cc(F)ccc2F)nc1CN1CCC(C(=O)N2CCOCC2)CC1 | 1 | i | i | i | i | i | 4 | i | -6 | 4 | i
O=C1CC(N2CCN(S(=O)(=O)c3ccccc3)CC2)C(=O)N1c1ccccc1 (stereo not drawn) | -2 | i | i | i | i | i | 2 | i | -11 | 5 | i
Cc1ccc(C(=O)NNC(=O)Cc2nc3nc(C)cc(C)n3n2)cc1 | 1 | i | i | i | i | i | -3 | i | -8 | -4 | i
CCN(CC(=O)NC1CC1)S(=O)(=O)c1ccccc1 | -5 | i | i | i | i | i | 1 | i | -8 | 2 | i
COC(=O)[C@H]1C2CCC(C(=O)OC)(CC2)[C@H]1C(=O)OC | -2 | i | i | i | i | i | 1 | i | -8 | -6 | i
COc1cc2c(cc1OC)CN(C(=O)c1ccc(-c3ccccc3)cc1)CC2 | -4 | i | i | i | i | i | 3 | i | -14 | 6 | i
O=C(O)Cc1ccc(Nc2cnn(C34CC5CC(CC(CC(=O)O)(C5)C3)C4)c(=O)c2Cl)cc1 | . | i | i | i | i | i | -6 | i | -6 | 12 | i
CN(C)C(=O)c1cc(F)ccc1Sc1cc(Cl)ccc1Cl | -1 | i | i | i | i | i | 1 | i | -12 | -1 | i
Cc1ccc([N+](=O)[O-])c(C(=O)N/N=C/c2cccnc2)c1 | -2 | i | i | i | i | i | 1 | i | -8 | 6 | i
CC(C)c1cc(C(=O)NCCc2ccccc2)no1 | -1 | i | i | i | i | i | 1 | i | -9 | -3 | i
COc1cc2c(OC(C)=O)c3c(c(-c4ccc5c(c4)OCO5)c2cc1OC)C(=O)OC3 | 7 | i | i | i | i | i | -1 | i | -8 | 5 | i
CCCCN1C(=O)CCC(C(=O)O)C1c1ccccc1 (stereo not drawn) | -3 | i | i | i | i | i | 5 | i | -8 | 2 | i
CN1CCN(NC(=O)Nc2cccc(F)c2)CC1 | 2 | i | 8* | i | i | i | 2 | i | -7 | 3 | i
COc1ccc(C)cc1NC(=O)CN1C(=O)c2ccccc2S1(=O)=O | 4 | i | i | i | i | i | 4 | i | -3 | -7 | i
COCCCNCCCOc1ccc(Cl)cc1Br | 0 | i | i | i | i | i | 0 | i | -21 | 7 | i
CCOC(=O)C1(Cc2ccccc2C)CCCN(Cc2cn(C)nc2C)C1 (stereo not drawn) | -6 | i | i | i | i | i | 2 | i | -12 | -1 | i
O=C(NCc1cccc(F)c1)c1ccc2nc(N3CCOCC3)sc2c1 | 2 | i | i | i | i | i | 2 | i | -5 | 5 | i

(next part)
SMILES | GSK3A inh | RGS4 block | KCNQ1 inh | KCNQ1 pot | KCNK3 block | KCNK9 inh | GSK3beta inhib | RGS4 act | hERG protect | Dyrk1A ADPGlo | PolyA inh
O=C(Nc1ccccc1)NC1CS(=O)(=O)CC1O (stereo not drawn) | -1 | i | i | i | i | i | -1 | i | -18 | -64 | i
O=[N+]([O-])c1ccccc1S(=O)(=O)Nc1cccc2cccnc12 | 0 | i | i | i | . | i | 0 | i | 0 | . | i
Cn1ncc(Cl)c1C(=O)N1CCN(c2ccc(Cl)c(Cl)c2)CC1 | 3 | i | 12* | i | i | -10* | -2 | i | -20 | . | i
CC(C)Cc1nnc(NC(=O)C2CSC3(C)CCC(=O)N23)s1 (stereo not drawn) | 1 | i | i | i | i | i | 0 | i | -17 | -12 | .
COC(=O)[C@@H](NC(=O)Nc1ccc(S(N)(=O)=O)cc1)C(C)C | 0 | i | i | i | i | i | 1 | i | -6 | -1 | i
CCOC(=O)CSc1nnc(CNC(=O)c2ccc([N+](=O)[O-])cc2)n1C | -3 | i | i | i | i | i | -10 | i | -13 | -6 | i
CCOC(=O)c1ccc(-n2c(N)c(C(=O)NCC3CCCO3)sc2=S)cc1 (stereo not drawn) | -4 | i | i | i | i | i | -2 | i | -15 | -3 | i
CCOC(=O)CNC(=O)COc1coc(CN2CCN(c3ccccc3)CC2)cc1=O | -14 | i | i | i | i | i | -1 | i | -2 | . | i
CCOC(=O)c1c(-c2ccc(C)cc2)csc1/N=C/N(C)C | 5 | i | i | i | i | i | -1 | i | 0 | 14 | i
CC1CCc2c(C(=O)NCc3cccnc3)csc2C1 (stereo not drawn) | 0 | i | i | i | i | i | -3 | i | -8 | 1 | i

The list is partial (hit frequency here may not be typical).
